MLL CXXC-DNA inh: inhibitors of human MLL CXXC domain-DNA interaction | Potency, µM (doses to about 115 µM), for the others: at the highest dose activity change, negative = inhibition, actives largely listed as inhibitors | Q03164 | AID 2662 | MLL-CXXC / FITC-HOXA9 DNA fluorescence polarization | actives 0.037% (n = 290,000); active = well fitted inhibition curve with a large enough effect in the polarisation, with a control signal flat, not every such curve was filed as active; inconclusive = small, poorly fitted or top-dose-only effect, or effect the other way, or a change in a side signal; inactive = no such curve, though single readings can be large or run the other way; the % refers to the polarisation
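Steps: dispense CXXC domain solution (7 uM) → pin compounds or unlabeled HOX-A9 DNA control → 5 min ambient → add FLSN-HOX-A9 solution (50 nM) → spin → 30 min ambient → fluorescence polarization. Tris pH 7.5/NaCl/DTT/BSA buffer.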
FLuc modulator: counter-screen for miR-21 project: firefly luciferase inhibitors or activators. P08659. purified FLuc, Km substrates, luminescence inhibition. Potency, µM (highest dose often 57.5 µM), without a hit: top-dose activity change, negative = inhibition, hits mostly inhibitors. actives 6.9% (n = 360,000);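 also: plate controls were vehicle for no effect and reference inhibitor for full effect; nearly all actives have a fitted effect of over 55% in size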
Target sequence (P08659 whole entry, looked up): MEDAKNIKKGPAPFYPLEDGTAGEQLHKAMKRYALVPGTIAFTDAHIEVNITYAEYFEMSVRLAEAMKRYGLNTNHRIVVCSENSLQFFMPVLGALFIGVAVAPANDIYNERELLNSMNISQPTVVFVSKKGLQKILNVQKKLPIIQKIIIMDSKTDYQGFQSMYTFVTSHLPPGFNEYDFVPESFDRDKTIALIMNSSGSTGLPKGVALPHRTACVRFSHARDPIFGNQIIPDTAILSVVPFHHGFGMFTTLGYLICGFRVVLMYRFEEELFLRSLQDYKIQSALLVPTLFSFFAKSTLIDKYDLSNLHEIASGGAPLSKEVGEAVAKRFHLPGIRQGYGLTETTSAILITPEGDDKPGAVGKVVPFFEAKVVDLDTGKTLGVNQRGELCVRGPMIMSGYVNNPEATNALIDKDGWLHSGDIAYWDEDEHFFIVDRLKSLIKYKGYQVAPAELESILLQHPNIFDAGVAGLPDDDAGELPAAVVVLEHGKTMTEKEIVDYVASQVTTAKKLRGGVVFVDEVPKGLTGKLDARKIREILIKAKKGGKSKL
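Purified P. pyralis luciferase (10nM final) with 10uM D-luciferin and 10uM ATP (Km levels) in 50mM Tris acetate pH 7.5, 10mM Mg acetate, 0.01% Tween-20, 0.05% BSA; qHTS 6-point titration, ~60 µM downward; luminescence read.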
NPC1 promoter act: activates the NPC1 promoter; Huh7 NPC1 promoter luciferase reporter, 24 h; Potency, µM (series often up to 9.22 µM), without a hit: top-dose activation, hits mostly activators; actives 2.4% (n = 320,000); AID 485313;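 also: % of control where 0% means no effect; nearly all actives have a fitted effect of over 60% in size; reporter is driven by a mutant NPC1 promoter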
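Huh7 cells stably carrying NPC1 promoter–luciferase, plated in Opti-MEM with 10% FBS for 2 h, were exposed to compound in DMSO for 24 h at 37 °C; luciferase reagent was added for 10 min and luminescence read.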
ELG1 genotox: induces genotoxicity in HEK293T cells with luciferase-tagged ELG1; AID 504466; actives 1.3% (n = 330,000); HEK293T ELG1-luciferase reporter, luminescence, 16 h; Potency, µM (series often up to 46 µM), inactives show at the top dose activity change, positive = activation, actives largely listed as activators; also: % of control where 0% means no effect; nearly all actives have a fitted effect of over 60% in size
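16 hr compound incubation (37 °C, 5% CO2) of HEK293T cells carrying luciferase-tagged ELG1; luciferase then measured by ONE-Glo luminescence after 30 min at RT.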
MBNL1 CUG block: inhibitors of human MBNL1 binding to CUG repeat RNA. Q9NR56. TR-FRET MBNL1-His/biotin-(CUG)12 binding, 665/545 ratio. AID 2675. Potency, µM (titrated, usually from 57.5 µM), for inactives: top-dose activity change, negative = inhibition, usual class: inhibitors. actives 0.036% (n = 280,000); active = well fitted inhibition curve with a large enough effect in the signal ratio, with a control signal flat, not every such curve was filed as active; inconclusive = small, poorly fitted or top-dose-only effect, or effect the other way, or a change in a side signal; inactive = no such curve, though single readings can be large or run the other way; the % refers to the signal ratio; also: % is scaled to controls: 0 for no effect and ±100 for the full control effect
Target sequence (Q9NR56 whole entry, looked up): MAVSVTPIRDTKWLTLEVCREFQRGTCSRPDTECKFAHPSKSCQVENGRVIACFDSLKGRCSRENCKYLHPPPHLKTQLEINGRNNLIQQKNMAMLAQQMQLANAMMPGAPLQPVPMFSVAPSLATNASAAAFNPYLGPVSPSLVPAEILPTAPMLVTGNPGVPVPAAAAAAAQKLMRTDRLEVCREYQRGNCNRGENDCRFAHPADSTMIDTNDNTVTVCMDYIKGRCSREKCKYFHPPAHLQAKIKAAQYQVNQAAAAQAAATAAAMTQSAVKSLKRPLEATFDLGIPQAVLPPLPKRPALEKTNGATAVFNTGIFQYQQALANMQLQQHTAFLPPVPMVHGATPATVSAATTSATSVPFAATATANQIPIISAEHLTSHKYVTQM
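TR-FRET readout: Ex 340 nm, 665/545 nm emission ratio, normalized to buffer-only (basal) and MBNL1-(CUG)12 controls. Complex of MBNL1-His with Biotin-(CUG)12, compounds 92 nM–58 uM, incubated 60 min at room temperature.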
RORg inh: ROR gamma (mouse) transcription inhibition; Drosophila S2 Gal4-RORgamma UAS-luciferase reporter, 20 h; AID 2551; actives 5.4% (n = 310,000); Potency, µM (titrated, usually from 53.6 µM), for the others: top-dose activity change, negative = inhibition, hits mostly inhibitors; also: % is scaled to controls: 0 for no effect and ±100 for the full control effect; nearly all actives have a fitted effect of over 60% in size
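ROR gamma transcriptional activity was tracked as Gal4-UAS luciferase output in stably transfected Drosophila Schneider cells, with compound added 1 hr before 700 uM copper sulfate induction and a 20 hr ambient-temperature incubation.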
Rab9 prom act: Rab9 promoter activation; Huh7 Rab9 promoter-luciferase reporter, luminescence, 24 h; Potency, µM (top dose mostly 9.22 µM), inactives show at the highest dose activation, negative = inhibition, hits mostly activators; actives 2.8% (n = 320,000); AID 485297; also: % of control where 0% means no effect; nearly all actives have a fitted effect of over 60% in size
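Luminescence from Amplite-detected luciferase (10 minutes, ambient) reports Rab9 promoter activation. Before that, stable Rab9-luciferase Huh7 cells (1500/well, reduced-serum OP-MEM I plus 10% FBS) were exposed to compound for 24 hours at 37C.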
uPA surface inh: blocks generation of uPA at the cell surface | cell surface uPA generation assay, qHTS | Potency, µM (series often up to 38.3 µM), without a hit: at the top dose activity change, negative = inhibition, most hits filed as inhibitors | actives 0.31% (n = 330,000) | AID 540303; active = well fitted inhibition curve with a large enough effect; inconclusive = small, poorly fitted or top-dose-only effect; inactive = no such curve, though single readings can be large or run the other way; tested in mouse RAW 264.7 cells; also: % is scaled to controls: 0 for no effect and ±100 for the full control effect; nearly all actives have a fitted effect of over 55% in size
p53 reactivator: re-activators of mutant p53; Potency, µM (series often up to 92.2 µM), without a hit: at the top dose activity change, positive = activation, most hits filed as activators; actives 0.063% (n = 320,000); AID 504706; H1299 p53-A138V BP100-luciferase reporter, luminescence, 24 h; also: % of control where 0% means no effect; nearly all actives have a fitted effect of over 45% in size
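H1299 (p53-null), stable ts p53-A138V + BP100-Luc; 1000 cells/well, Opti-MEM/10% FBS; cpd 4 pt, 1:5; 24 h, 37 deg C, 5% CO2; detection reagent 10 min RT; luminescence.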
VP16 counter: Gal4-VP16 reporter inhibition counter-screen. Drosophila S2 Gal4-VP16 UAS-luciferase, luminescence, 20 h. Potency, µM (doses to about 53.6 µM), for inactives: at the highest dose activity, negative = inhibition, usual class: inhibitors. actives 3.5% (n = 310,000). AID 2546;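 also: Gal4-VP16 expression switched on by copper sulfate through the metallothionein promoter; % is scaled to controls: 0 for no effect and ±100 for the full control effect; nearly all actives have a fitted effect of over 50% in size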
BRCA1 expr act: activators of BRCA1 expression | actives 1.1% (n = 380,000) | Potency, µM (top dose mostly 46.1 µM), inactives show top-dose activation, most hits filed as activators | MCF7-BRCA1-FFLuc reporter, luminescence, 48 h; response scale: scaled: vehicle 0%, 10 µM genistein 100%; also: nearly all actives have a fitted effect of over 80% in size; some results filed as inactive show a strong effect at the top dose
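Activators of BRCA1 expression were detected as increased firefly luciferase luminescence in engineered MCF7 cells after 48 h compound incubation. Signals were scaled to genistein 10 microM as full activation.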
Active calls of the source: *; u = inconclusive; x = no result given; & = joins results of further samples; [ ] = another dose, or the depositor's remark. Unless noted, calls follow the shape of the dose curve; as a rule, active = well fitted curve in the direction sought with a large enough effect; inconclusive = small, poorly fitted or top-dose-only effect, or another doubt; inactive = no such curve, though single readings can be large; an effect the other way counts as inactive or inconclusive. Potency is read from the fitted curve at half-maximal effect. Only part of the results is shown; the hit share may differ from the screen's.

SMILES | MLL CXXC-DNA inh | FLuc modulator | NPC1 promoter act | ELG1 genotox | MBNL1 CUG block | RORg inh | Rab9 prom act | uPA surface inh | p53 reactivator | VP16 counter | BRCA1 expr act
CCN(CC)CCCn1c(C)cc2c(c1=O)C(c1cc(OC)c(OC)cc1OC)C(C#N)=C(N)O2 (stereo not drawn) | 0% | -1% | -2% | 2% | 2% | -25% | -3% | 7% | -6% | -9% | -17%
CCCc1cc(=O)[nH]c(SCC(=O)NCc2ccc3c(c2)OCO3)n1 | -3% | 0% | -5% | -3% | 4% | -22% | -3% | -1% | -5% | 1% | -14%
COc1cc(C2NC(=O)NC(c3ccccc3)=C2C(C)=O)ccc1OCC(=O)O (stereo not drawn) | -3% | 0% | 0% | -1% | -3% | 1% | -3% | 14% | -13% | 4% | 6%
CNC(=O)COC(=O)/C=C/c1ccc(F)cc1 | 10% | -5% | -4% | 0% | x | 10% | 3% | -4% | 13% | 7% | -1%
CC(=O)Nc1ccccc1NC(=O)C/C(C)=N/NC(=O)c1ccc([N+](=O)[O-])c(Cl)c1 | 3% | -2% | -1% | -1% | u | u | -3% | 3% | -8% | -8% | -2%
O=C(Nc1ccccc1)N(Cc1cccs1)C1CCCC1 | 2% | 5%[2.3 µM] | 2% | -7% | 3% | 1% | 3% | 2% | 1% | -1% | 8%
COc1cccc(NC(=O)C(C#N)Cc2ccncc2)c1 (stereo not drawn) | 5% | 1% | 2% | 0% | -5% | -8% | 5% | x | -3% | 0% | -21%
O=C(O)c1cc2cccc(S(=O)(=O)N3CCOCC3)c2cc1O | -1% | 3% | 1% | 3% | 42%[activator] | u | 4% | 0% | -8% | 2% | 10%
COC(=O)Cc1ccc(NC(=S)NCc2ccc(S(N)(=O)=O)cc2)cc1 | 3% | -19% | -4% | 1% | -5% | 0% | -6%[1.84 µM] | 1% | 1% | -3% | -4%
NNC(=O)CSc1ncc(-c2ccccc2)[nH]1 | 16% | -4% | -5% | 8% | -1% | 0% | 0% | -1% | 2% | 2% | 6%
Cc1cccc(Cn2nc(C(C)(C)C)cc2C(=O)Nc2ccc(F)cc2)c1 | 6% | 0% | -2% | -7% | -3% | 0% | -9% | 0% | 11% | -6% | -24%
CCCCC[C@H]1CN(CCCC)C(=O)[C@@H]1CC(=O)NCc1ccccc1 | 3% | -1% | 0% | 0% | -1% | 27% | 0% | 9% | x | 3% | -33%
O=C(Nc1ccccc1)NC1(C(=O)N2CCN(C(=O)c3ccco3)CC2)CCCCC1 | -3% | 1% | -2% | -1% | -11% | -1% | 15% | 0% | 9% | 2% | -3%
Cc1c2cnn(CC(=O)O)c(=O)c2c(C)n1Cc1ccccc1 | 4% | 8% | 2% | 6% | -10% | 6% | -1% | 1% | -8% | 0% | -3%
COc1ccc(C(=O)N=C2SC3CS(=O)(=O)CC3N2c2ccccc2)cc1OC (stereo not drawn) | 0% | 0% | 0% | 4% | 14% | 8% | u | -2% | -3% | -8% | -20%
CCN(CC)C(=O)CN1C(=O)c2cccc3cccc1c23 | 2% | -3% | -1% | -3% | u | -3% | -7% | -2% | x | -2% | -18%
COC(=O)c1ccccc1NC(=O)CSc1nc(-c2ccco2)cc(C(F)(F)F)n1 | 7% | 3% | -10% | 0% | -5% | u | -20% | u | 7% | -16% | -96%
CCCNS(=O)(=O)c1cc(CN2C(=O)c3cccnc3C2=O)ccc1OC | 3% | -3% | -1% | 6% | u | 5% | -4% | 10% | 4% | 3% | 4%
CCCn1c(C(CO)Nc2nc(C)cs2)nc2ccccc21 (stereo not drawn) | -3% | 1% | -1% | 2% | 7% | -6% | -2% | 6% | x | 3% | 14%
Cn1c(N2CCOCC2)nc(-c2ccccc2)c1-c1ccccc1 | 0% | -1% | -2% | -5% | 0% | -18% | 10% | -2% | 0% | 6% | -25%
CCCN(Cc1cc2cc(OC)ccc2[nH]c1=O)C(=O)c1ccco1 | -6% | -3% | -1% | -5% | -3% | u | -2% | -4% | 0% | -28% | 0%
Cc1ccc(CN(C(=O)c2cc(=O)c3cc(Cl)c(C)cc3o2)C2CCS(=O)(=O)C2)cc1 (stereo not drawn) | 8% | 3% | -3% | -6% | 5% | 1% | -1% | x | 2% | -8% | -39%
CCCCNC(=O)CCn1c(=O)c2ccccc2n(Cc2cc(C)ccc2C)c1=O | 4% | -1%&-1% | -1% | 10% | x | -5%[10 µM] | -1% | -14% | -8% | 5% | 10%&24%
COc1cc(C(=O)Nc2ccc(NC(=O)c3ccccc3Cl)nc2)cc(OC)c1OC | 10% | 5% | -1% | -16% | 2% | -19% | -2% | 4% | -9% | -3% | -37%
CCCCNC(=S)NNC(=O)C1=NN(c2cc(C)ccc2C)C(=O)CC1 | 12% | -2% | 1% | -2% | 3% | u | -7% | -4% | -5% | -12% | -7%
CC1Cc2ccccc2N1C(=S)Nc1ccc(S(N)(=O)=O)cc1 (stereo not drawn) | 1% | 3% | -6% | -4% | -11% | 28% | -4% | 1% | 13% | 10% | -12%
COCCC(=O)N1CCC(Oc2ccc(C(=O)NCCc3ccccn3)cc2)CC1 | 1% | -2% | -5% | 0% | -8% | 25% | 3% | -5% | -1% | -15% | -13%
COc1ccccc1CN(C)CC(=O)NC1CCCc2ccccc21 (stereo not drawn) | 15% | -3% | -9% | -2% | x | -5% | 2% | 11% | -3% | -9% | 0%
CCCCCN1N=C(C)CC1=O | 4% | -1% | -4% | 6% | -5% | -16% | -3% | x | 20% | 18% | -7%
COc1ccc(CCNC(=O)C2CCCCC2C(=O)O)cc1OC (stereo not drawn) | 5% | -1% | 0% | 1% | 0% | -13% | 4% | x | -3% | -8% | x
CC(=O)N1N=C(c2ccncc2)CC1c1ccccc1O (stereo not drawn) | -9% | 4% | -1% | 5% | 16% | u | -3% | 1% | 11% | -15% | 21%
Cc1noc(C)c1CSCC(=O)N(C)CC(=O)Nc1ccccc1C(F)(F)F | x | 6% | -3% | -2% | x | x | 0% | 9% | 2% | x | -8%
COc1ccc(N2CCN(c3ccc([N+](=O)[O-])cc3Cl)CC2)cc1 | 5% | 2% | -8% | 0% | 0% | 1% | -6% | 7% | -1% | 2% | -17%
O=C(CCC1CCCCC1)Nc1ncn[nH]1 | 11% | 3% | -3% | -5% | 3% | -43% | -6% | 1% | 9% | 12% | 9%
Cc1cc(C)c2oc(C(=O)Nc3ccc(S(=O)(=O)Nc4nccs4)cc3)cc(=O)c2c1 | -3% | 2% | -5% | 1% | u | -2% | -4% | 4% | -7% | 0% | 7%
